LYPLA1 counter: LYPLA1 inhibitors, primary screen, counter-screen for PME1 inhibitor project, biochemical, fluorescence polarization, FP-Rh probe ABPP; inhibition, % at 5.9 µM; recombinant LYPLA1; Acyl-protein thioesterase 1 (Homo sapiens), O75608; AID 2174, 2009; actives 0.16% (n = 320,000);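 active = inhibition above the mean of all tested compounds plus 3 SD, set per campaign, cut at about 14% in these data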;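 note: inhibitors block serine hydrolase probe labeling of LYPLA1 so polarization falls; 0% = enzyme with DMSO and 100% = wells lacking LYPLA1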
pPAFAH FP inh: pPAFAH enzyme inhibitors, primary screen, biochemical, fluorescence polarization, human. Platelet-activating factor acetylhydrolase (Homo sapiens), Q13093. recombinant pPAFAH, FP-rhodamine probe fluorescence polarization. inhibition, % at 3.39 µM. actives 1.5% (n = 330,000);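 active = inhibition above the mean inhibition across the screen plus 3 SD, cut at about 25% in these data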;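 note: inhibitors block binding of the rhodamine activity-based probe so polarization drops; 0% = enzyme with DMSO and 100% = wells lacking pPAFAH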
ZTA counter: ZTA (EBV) inhibition in EBNA-1 counter-screen | inhibition, % at 11 µM | ZTA-DNA binding, fluorescence polarization | actives 0.15% (n = 320,000) | P03206; in the data active = inhibition above about 33%
PAFAH1B3 inh: PAFAH1B3 enzyme inhibitors, primary screen, biochemical, fluorescence polarization, human. recombinant PAFAH1B3, FP-rhodamine probe. inhibition, % at 3.39 µM. actives 0.28% (n = 340,000). AID 492972, 2010;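 active = inhibition above the screen-wide average of all tested compounds plus 3 SD, cut at about 25% in these data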;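 note: 0% = enzyme with DMSO only and 100% = wells lacking PAFAH1B3 protein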
Target sequence (Q15102 whole entry, looked up): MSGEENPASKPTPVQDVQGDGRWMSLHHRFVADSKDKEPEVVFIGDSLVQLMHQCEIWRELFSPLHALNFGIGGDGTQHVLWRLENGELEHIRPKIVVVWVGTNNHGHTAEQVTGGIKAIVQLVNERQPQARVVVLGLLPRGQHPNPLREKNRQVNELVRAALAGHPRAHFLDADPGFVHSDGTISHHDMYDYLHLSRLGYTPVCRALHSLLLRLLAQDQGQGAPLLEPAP
PREPL inh: PREPL enzyme inhibitors, primary screen, biochemical, fluorescence polarization; Prolyl endopeptidase-like (Homo sapiens), Q4J6C6; recombinant PREPL, fluorescence polarization activity-based probe; inhibition, % at 5.96 µM; actives 0.68% (n = 320,000); in the data active = inhibition above about 43%;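 note: 0% = enzyme with DMSO and 100% = wells lacking enzyme; many of its hits are not listed in these tables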
Target sequence (Q4J6C6 whole entry, looked up): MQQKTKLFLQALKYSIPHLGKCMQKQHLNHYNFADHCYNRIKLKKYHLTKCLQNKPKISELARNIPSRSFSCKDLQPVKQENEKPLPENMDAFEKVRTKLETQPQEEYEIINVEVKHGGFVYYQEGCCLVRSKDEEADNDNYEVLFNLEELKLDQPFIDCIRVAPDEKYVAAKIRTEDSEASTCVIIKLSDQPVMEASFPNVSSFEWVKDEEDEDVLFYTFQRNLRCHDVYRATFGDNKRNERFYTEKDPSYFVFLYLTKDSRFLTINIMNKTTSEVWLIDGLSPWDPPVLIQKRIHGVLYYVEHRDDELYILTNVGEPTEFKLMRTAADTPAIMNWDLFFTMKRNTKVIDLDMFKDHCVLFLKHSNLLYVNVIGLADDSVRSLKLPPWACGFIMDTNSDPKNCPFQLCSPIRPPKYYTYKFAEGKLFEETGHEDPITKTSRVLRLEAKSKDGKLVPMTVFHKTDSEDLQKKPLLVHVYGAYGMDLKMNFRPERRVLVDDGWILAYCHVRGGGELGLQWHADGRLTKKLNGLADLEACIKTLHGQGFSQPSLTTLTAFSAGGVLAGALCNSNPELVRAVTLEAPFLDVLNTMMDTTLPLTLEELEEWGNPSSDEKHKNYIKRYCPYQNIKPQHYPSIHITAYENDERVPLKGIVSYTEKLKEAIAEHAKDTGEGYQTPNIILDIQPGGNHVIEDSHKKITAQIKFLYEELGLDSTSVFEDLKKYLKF
PAFAH1B2 inh: PAFAH1B2 enzyme inhibitors, primary screen, biochemical, fluorescence polarization, human | Platelet-activating factor acetylhydrolase IB subunit alpha2 (Homo sapiens), P68402 | recombinant PAFAH1B2, FP-rhodamine activity probe | inhibition, % at 3.39 µM | actives 1.2% (n = 340,000) | AID 492953, 2010;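 active = inhibition above the mean of all tested compounds plus 3 SD, cut at about 24% in these data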;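 note: 0% = enzyme with DMSO and 100% = wells lacking PAFAH1B2; many of its hits are not listed in these tables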
LYPLA2 inh: LYPLA2 inhibitors, primary screen, counter-screen for PME1 inhibitor project, biochemical, fluorescence polarization, FP-Rh probe ABPP. inhibition, % at 5.9 µM. recombinant LYPLA2. Acyl-protein thioesterase 2 (Homo sapiens), O95372. actives 0.38% (n = 320,000);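 active = inhibition above the screen-wide mean plus 3 SD, limit set per campaign, cut at about 26% in these data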;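 note: 0% = LYPLA2 with DMSO and 100% = wells lacking LYPLA2 enzyme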
EBNA-1 inhibitor: EBNA-1 DNA-binding inhibitors, primary screen, biochemical, fluorescence polarization. inhibition, % at 14.8 µM. actives 0.34% (n = 300,000); in the data active = inhibition above about 28%
PAFAH2 FP inh: PAFAH2 enzyme inhibitors, primary screen, biochemical, fluorescence polarization, human; recombinant PAFAH2, FP-rhodamine activity probe; Platelet-activating factor acetylhydrolase 2, cytoplasmic (Homo sapiens), Q99487; inhibition, % at 3.39 µM; AID 492956, 2010; actives 0.99% (n = 340,000);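 active = inhibition above the mean over all tested compounds plus 3 SD, cut at about 30% in these data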;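 note: inhibitors block probe labeling of enzyme so polarization drops; 0% = enzyme with DMSO and 100% = wells lacking PAFAH2 protein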
Starred values were filed as active, the others as inactive. This is a subset; count on the stated rates, not on these rows.

What do the screens show for `O=C(NC1CC1)c1ccc(CS(=O)c2ccc(Br)cc2)o1` (stereo not given)?
LYPLA1 counter: -5; pPAFAH FP inh: 1; ZTA counter: -4; PAFAH1B3 inh: 2; PREPL inh: 0; PAFAH1B2 inh: 7; LYPLA2 inh: -4; EBNA-1 inhibitor: 2; PAFAH2 FP inh: 1

Results for Oc1c(C(c2cccs2)N2CCN(c3ccc(F)cc3)CC2)sc2ncnn12 (stereo not given) ?
LYPLA1 counter: -1; pPAFAH FP inh: 1; ZTA counter: 10; PAFAH1B3 inh: 6; PREPL inh: -9; PAFAH1B2 inh: 5; LYPLA2 inh: -6; EBNA-1 inhibitor: -8; PAFAH2 FP inh: 3

How did Cc1c(C(=O)NN)nc2ccccn12 do in these assays?
LYPLA1 counter: 1; pPAFAH FP inh: 8; ZTA counter: 15; PAFAH1B3 inh: -1; PREPL inh: 3; PAFAH1B2 inh: -1; LYPLA2 inh: 4; EBNA-1 inhibitor: 10; PAFAH2 FP inh: 6

Results for COc1ccc(N(C(C)C(=O)N2CCCC2)S(C)(=O)=O)cc1 (stereo not given) ?
LYPLA1 counter: 3; pPAFAH FP inh: 5; ZTA counter: 6; PAFAH1B3 inh: -1; PREPL inh: 10; PAFAH1B2 inh: 0; LYPLA2 inh: 6; EBNA-1 inhibitor: 2; PAFAH2 FP inh: -3

Results for O=C1NCCOC(=O)[C@H](Cc2ccc(F)cc2)C/C=C\C[C@@H]1CC(=O)N(CCO)Cc1ccccc1 ?
pPAFAH FP inh: 3; PAFAH1B3 inh: 4; PREPL inh: 10; PAFAH1B2 inh: 13; PAFAH2 FP inh: 4

How did Cc1cc(C)n(CC(=O)NNC(=O)CC(C)c2ccccc2)n1 (stereo not given) do in these assays?
LYPLA1 counter: -1; pPAFAH FP inh: 1; ZTA counter: -14; PAFAH1B3 inh: -1; PREPL inh: -5; PAFAH1B2 inh: -3; LYPLA2 inh: 3; PAFAH2 FP inh: -2

How did CCOC(=O)C1CCN(C(=O)c2cccc(N3C(=O)NC4CC3(C)Oc3ccc(C)cc34)c2)CC1 (stereo not given) do in these assays?
LYPLA1 counter: 2; pPAFAH FP inh: 4; ZTA counter: 11; PAFAH1B3 inh: 5; PREPL inh: 5; PAFAH1B2 inh: 2; LYPLA2 inh: 6; EBNA-1 inhibitor: -5; PAFAH2 FP inh: 1

What do the screens show for `CCCCNC(=O)NNC(=O)c1ccoc1C`?
LYPLA1 counter: 0; pPAFAH FP inh: 2; ZTA counter: 8; PAFAH1B3 inh: 10; PREPL inh: 22; PAFAH1B2 inh: 4; LYPLA2 inh: 2; EBNA-1 inhibitor: -12; PAFAH2 FP inh: 4

How did O=C1N=C(N2CCOCC2)S/C1=C\c1ccc(OS(=O)(=O)c2ccccc2)cc1 do in these assays?
LYPLA1 counter: 2; pPAFAH FP inh: 0; ZTA counter: -8; PAFAH1B3 inh: 1; PREPL inh: -4; PAFAH1B2 inh: 2; LYPLA2 inh: 5; EBNA-1 inhibitor: -5; PAFAH2 FP inh: 2

Results for CC1Oc2ccccc2N(CC(=O)Nc2ccc(F)cc2)C1=O (stereo not given) ?
LYPLA1 counter: -2; pPAFAH FP inh: -1; ZTA counter: 7; PAFAH1B3 inh: 6; PREPL inh: -9; PAFAH1B2 inh: 2; LYPLA2 inh: 3; EBNA-1 inhibitor: -8; PAFAH2 FP inh: -2

Results for C=C(C)Cn1c(SCCCO)nc2c1c(=O)[nH]c(=O)n2C ?
LYPLA1 counter: 2; pPAFAH FP inh: 2; ZTA counter: -14; PAFAH1B3 inh: 8; PREPL inh: 2; PAFAH1B2 inh: 0; LYPLA2 inh: -4; EBNA-1 inhibitor: 4; PAFAH2 FP inh: -3

Results for COc1ccc(Nc2nc(C(=O)NCc3ccco3)cs2)cc1 ?
LYPLA1 counter: 3; pPAFAH FP inh: 2; ZTA counter: 10; PAFAH1B3 inh: 4; PREPL inh: -3; PAFAH1B2 inh: 3; LYPLA2 inh: 2; EBNA-1 inhibitor: -7; PAFAH2 FP inh: 1

What do the screens show for `NC1=NC(=O)CC(C(=O)NCCc2ccccc2)S1` (stereo not given)?
LYPLA1 counter: -2; pPAFAH FP inh: 0; ZTA counter: 8; PAFAH1B3 inh: 2; PREPL inh: 2; PAFAH1B2 inh: 7; LYPLA2 inh: -6; EBNA-1 inhibitor: 3; PAFAH2 FP inh: 3

How did Cc1ccc(S(C)(=O)=NC(=O)NC(=O)c2c(F)cccc2Cl)cc1 (stereo not given) do in these assays?
LYPLA1 counter: 1; pPAFAH FP inh: 3; ZTA counter: 4; PAFAH1B3 inh: 1; PREPL inh: 4; PAFAH1B2 inh: 1; LYPLA2 inh: 8; EBNA-1 inhibitor: 13; PAFAH2 FP inh: -2

Results for CCN(CC)S(=O)(=O)c1ccc(C)c(NC(=O)CN2CCN(C)CC2)c1 ?
LYPLA1 counter: 2; pPAFAH FP inh: 7; ZTA counter: 3; PAFAH1B3 inh: 5; PREPL inh: -4; PAFAH1B2 inh: 0; LYPLA2 inh: 0; EBNA-1 inhibitor: -4; PAFAH2 FP inh: -1

Results for CN(c1ccccc1)S(=O)(=O)c1cccc(NC(=O)Nc2ccc(Cl)cc2C#N)c1 ?
LYPLA1 counter: -6; pPAFAH FP inh: 2; ZTA counter: 2; PAFAH1B3 inh: 8; PREPL inh: -25; PAFAH1B2 inh: 5; LYPLA2 inh: -1; EBNA-1 inhibitor: -5; PAFAH2 FP inh: 1

What do the screens show for `OC(COCc1ccccc1)CN1CCCC1` (stereo not given)?
LYPLA1 counter: 2; pPAFAH FP inh: 1; ZTA counter: -11; PAFAH1B3 inh: 4; PREPL inh: 9; PAFAH1B2 inh: 3; LYPLA2 inh: 7; EBNA-1 inhibitor: 6; PAFAH2 FP inh: 7

What do the screens show for `CC(C)(C)NC(=O)C(OC(=O)c1cccs1)c1ccccc1` (stereo not given)?
LYPLA1 counter: 3; pPAFAH FP inh: 3; ZTA counter: 23; PAFAH1B3 inh: 6; PREPL inh: 12; PAFAH1B2 inh: 2; LYPLA2 inh: -2; EBNA-1 inhibitor: 7; PAFAH2 FP inh: 3

What do the screens show for `COCCN(C(=O)CNC(=O)c1ccco1)C(C(=O)NC1CCCC1)c1ccc(F)cc1` (stereo not given)?
LYPLA1 counter: 4; pPAFAH FP inh: 6; ZTA counter: -7; PAFAH1B3 inh: 4; PREPL inh: 5; PAFAH1B2 inh: -2; LYPLA2 inh: 1; EBNA-1 inhibitor: -12; PAFAH2 FP inh: -3

How did CN(Cc1nc2ccccc2c(=O)[nH]1)C(=O)C1CC(=O)N(c2cccc3ccccc23)C1 (stereo not given) do in these assays?
pPAFAH FP inh: 6; PAFAH1B3 inh: 13; PREPL inh: 14; PAFAH1B2 inh: 3; PAFAH2 FP inh: 4

The closing 3 records of the section before come first, to join the parts:
What do the screens show for `CC(C)(C)NC(=O)C(OC(=O)c1cccs1)c1ccccc1` (stereo not given)?
LYPLA1 counter: 3; pPAFAH FP inh: 3; ZTA counter: 23; PAFAH1B3 inh: 6; PREPL inh: 12; PAFAH1B2 inh: 2; LYPLA2 inh: -2; EBNA-1 inhibitor: 7; PAFAH2 FP inh: 3

What do the screens show for `COCCN(C(=O)CNC(=O)c1ccco1)C(C(=O)NC1CCCC1)c1ccc(F)cc1` (stereo not given)?
LYPLA1 counter: 4; pPAFAH FP inh: 6; ZTA counter: -7; PAFAH1B3 inh: 4; PREPL inh: 5; PAFAH1B2 inh: -2; LYPLA2 inh: 1; EBNA-1 inhibitor: -12; PAFAH2 FP inh: -3

How did CN(Cc1nc2ccccc2c(=O)[nH]1)C(=O)C1CC(=O)N(c2cccc3ccccc23)C1 (stereo not given) do in these assays?
pPAFAH FP inh: 6; PAFAH1B3 inh: 13; PREPL inh: 14; PAFAH1B2 inh: 3; PAFAH2 FP inh: 4

What do the screens show for `Cc1ccc2c(COC(=O)c3ccccc3OC(F)F)cc(=O)oc2c1`?
LYPLA1 counter: -4; pPAFAH FP inh: 1; ZTA counter: 2; PAFAH1B3 inh: 2; PREPL inh: -3; PAFAH1B2 inh: 8; LYPLA2 inh: -4; EBNA-1 inhibitor: 7; PAFAH2 FP inh: 3

Results for Cc1onc(-c2ccccc2)c1C(=O)Nc1sc2c(c1C#N)CCC(C)C2 (stereo not given) ?
LYPLA1 counter: -9; pPAFAH FP inh: -1; ZTA counter: -2; PAFAH1B3 inh: 1; PREPL inh: 11; PAFAH1B2 inh: 5; LYPLA2 inh: -10; EBNA-1 inhibitor: -14; PAFAH2 FP inh: -3

How did O=C(CNC(=O)c1ccccc1F)N/N=C/c1cc(Br)ccc1OCc1ccccc1 do in these assays?
LYPLA1 counter: -24; pPAFAH FP inh: -9; ZTA counter: -4; PAFAH1B3 inh: -5; PREPL inh: -10; PAFAH1B2 inh: 2; LYPLA2 inh: -46; EBNA-1 inhibitor: 11; PAFAH2 FP inh: -29

Results for COc1ccc(S(=O)(=O)NC(Cc2ccccc2)C(=O)O)cc1 (stereo not given) ?
LYPLA1 counter: 0; pPAFAH FP inh: -1; ZTA counter: 6; PAFAH1B3 inh: 1; PREPL inh: 6; PAFAH1B2 inh: 5; LYPLA2 inh: -1; EBNA-1 inhibitor: 12; PAFAH2 FP inh: 7

How did O=C(NC1CCCc2ccccc21)c1cccc(S(=O)(=O)N2CCN(c3ccccc3)CC2)c1 (stereo not given) do in these assays?
LYPLA1 counter: -3; pPAFAH FP inh: -10; ZTA counter: -13; PAFAH1B3 inh: -2; PREPL inh: -5; PAFAH1B2 inh: -4; LYPLA2 inh: -5; EBNA-1 inhibitor: -10; PAFAH2 FP inh: -14

How did O=C(Nc1cc(C(=O)N2CCCC2)ccc1N1CCCC1)c1ccccc1 do in these assays?
LYPLA1 counter: 3; pPAFAH FP inh: -2; ZTA counter: -3; PAFAH1B3 inh: 1; PREPL inh: 5; PAFAH1B2 inh: 4; LYPLA2 inh: -2; EBNA-1 inhibitor: -1; PAFAH2 FP inh: 7

How did CCN(CC)S(=O)(=O)c1ccc2c(c1)c(=O)c(C(=O)N1CCOCC1)cn2C do in these assays?
LYPLA1 counter: 4; pPAFAH FP inh: 5; ZTA counter: 11; PAFAH1B3 inh: -3; PREPL inh: 2; PAFAH1B2 inh: 7; LYPLA2 inh: -2; EBNA-1 inhibitor: 5; PAFAH2 FP inh: 7

Results for Cc1cc(C)c(C(N)=O)c(Cl)n1 ?
LYPLA1 counter: -1; pPAFAH FP inh: 5; ZTA counter: -3; PAFAH1B3 inh: 3; PREPL inh: -6; PAFAH1B2 inh: 5; LYPLA2 inh: 2; EBNA-1 inhibitor: 1; PAFAH2 FP inh: -1

Bioassay records deposited in PubChem BioAssay by The Scripps Research Institute Molecular Screening Center.
